M5 PAM – human M5 muscarinic receptor positive allosteric modulators, primary screen, CHO-K1 cells, Fluo-8 calcium fluorescence; Muscarinic acetylcholine receptor M5 (Homo sapiens), P08912; CHO-K1 hM5, ACh EC20 PAM; 0% = ACh EC20, 100% = ACh EC100; activation, % at 3 µM; hit rate 0.3% among 360,000;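 active = activation above the run cutoff, the mean activation of all test compounds plus 3 SD, cut at about 18% in these data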
Target sequence (P08912 whole entry, looked up): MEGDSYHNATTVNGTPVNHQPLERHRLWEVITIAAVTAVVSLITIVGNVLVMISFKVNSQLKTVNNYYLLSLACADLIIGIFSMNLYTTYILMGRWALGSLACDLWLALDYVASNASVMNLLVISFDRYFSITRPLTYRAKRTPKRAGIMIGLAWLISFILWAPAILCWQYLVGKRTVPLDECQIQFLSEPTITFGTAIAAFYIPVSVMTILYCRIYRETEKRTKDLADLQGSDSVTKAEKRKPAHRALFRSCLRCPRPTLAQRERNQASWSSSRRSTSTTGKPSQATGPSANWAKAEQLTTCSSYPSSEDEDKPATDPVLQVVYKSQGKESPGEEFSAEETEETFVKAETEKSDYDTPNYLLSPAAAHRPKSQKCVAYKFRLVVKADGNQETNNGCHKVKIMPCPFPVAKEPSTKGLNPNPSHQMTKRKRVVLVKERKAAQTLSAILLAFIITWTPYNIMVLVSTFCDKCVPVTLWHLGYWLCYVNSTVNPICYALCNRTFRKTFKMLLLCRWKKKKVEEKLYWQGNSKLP
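System: CHO-K1 cell line with stable human muscarinic M5 receptor expression | Also added: EC20 acetylcholine as agonist stimulus | Compound: One concentration, 3 µM final (nominal) | Timing: Fluo-8 loading 80 min at 37 °C plus 30 min room temperature | Measured by: Fluo-8 calcium dye fluorescence, kinetic read | Read-out basis: % activation, ACh-normalized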
CHRM5 agonist – human M5 muscarinic receptor agonists, primary screen, CHO-K1 cells, Fluo-8 calcium fluorescence; Muscarinic acetylcholine receptor M5 (Homo sapiens), P08912; CHO-K1 hM5 cells; 0% DMSO wells, 100% maximal acetylcholine response; AID 624037, 2012; activation, % at 3 µM; hit rate 0.19% among 360,000;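 active = activation above the run's mean over test compounds plus 3 SD, cut at about 23% in these data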;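 note: signal is peak over basal fluorescence ratio across the kinetic read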
M4 ag – human M4 muscarinic receptor agonists, primary screen, CHO-K1 cells, Fluo-8 calcium fluorescence; Muscarinic acetylcholine receptor M4 (Homo sapiens), P08173; CHO-K1 hM4/Gqi5; vehicle 0%, full acetylcholine response 100%; activation, % at 3 µM; hit rate 0.14% among 360,000; AID 624127, 2012;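 active = activation above the run mean over all test wells plus 3 SD, cut at about 32% in these data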;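 note: peak over basal fluorescence ratio per well then scaled between controls; 0% = DMSO wells and 100% = acetylcholine at EC100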
Target sequence (P08173 whole entry, looked up): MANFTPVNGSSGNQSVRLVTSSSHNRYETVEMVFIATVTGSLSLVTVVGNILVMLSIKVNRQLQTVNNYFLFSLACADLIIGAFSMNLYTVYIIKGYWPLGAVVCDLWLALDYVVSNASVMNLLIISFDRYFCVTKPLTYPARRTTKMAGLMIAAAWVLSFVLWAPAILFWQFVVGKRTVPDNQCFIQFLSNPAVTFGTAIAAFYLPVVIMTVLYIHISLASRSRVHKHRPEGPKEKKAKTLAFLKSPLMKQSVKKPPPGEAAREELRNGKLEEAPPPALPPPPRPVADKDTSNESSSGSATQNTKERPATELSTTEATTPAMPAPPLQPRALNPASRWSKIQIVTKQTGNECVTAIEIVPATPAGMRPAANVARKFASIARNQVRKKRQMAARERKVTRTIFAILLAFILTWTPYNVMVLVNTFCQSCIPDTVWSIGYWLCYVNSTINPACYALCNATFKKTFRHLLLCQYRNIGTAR
CHO-K1 Ca ag – counter-screen for M1 agonists: effect in parental CHO-K1 cells; Fluo-8 calcium fluorescence; scaled to maximal ATP response, vehicle zero; activation, % at 3 µM; hit rate 0.48% among 360,000; AID 602248, 2012; in the data active = activation above about 15%;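 note: untransfected CHO-K1 host cells lacking M1 receptor as counterscreen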
M4 PAM – human M4 muscarinic receptor positive allosteric modulators, primary screen, CHO-K1 cells, Fluo-8 calcium fluorescence. Muscarinic acetylcholine receptor M4 (Homo sapiens), P08173. CHO-K1 hM4/Gqi5, ACh EC20; 0% = ACh EC20, 100% = maximal ACh. activation, % at 3 µM. hit rate 0.4% among 360,000. AID 624126, 2012;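 active = activation above its plate's cutoff, the mean activation of sample wells plus 3 SD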; note: some results filed as inactive read as strong as hits
M5 antag – human M5 muscarinic receptor antagonists, primary screen, CHO cells, Fluo-8 calcium fluorescence; Muscarinic acetylcholine receptor M5 (Homo sapiens), P08912; hit rate 0.59% among 360,000; CHO-hM5 cells, ACh EC80; inhibition, % at 3 µM; AID 624040, 2012;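 active = inhibition above a per-plate cutoff, the mean of that plate's test compounds plus 3 SD, cut at about 27% in these data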;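 note: 0% = acetylcholine EC80 with DMSO and 100% = DMSO without agonist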
M1 PAM parental – nonselective calcium activators in parental CHO-K1 cells, primary screen, counter-screen for M1 PAM project, cell-based, Fluo-8 calcium fluorescence, full deck, 1536-well; activation, % at 3 µM; ATP EC20; 0% at ATP EC20, 100% at ATP max; hit rate 0.02% among 360,000;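 active = activation above the run cutoff, the mean activation of all test compounds plus 3 SD, cut at about 40% in these data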;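 note: peak over basal fluorescence ratio in a 140 s read after ATP addition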
CHO-K1 Ca antag – nonselective inhibitor or artifact in parental CHO-K1 cells; inhibition, % at 3 µM; hit rate 0.6% among 360,000; ATP-induced calcium, Fluo-8 fluorescence;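 active = inhibition above a per-plate cutoff, the plate's mean sample inhibition plus 3 SD, cut at about 24% in these data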;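 note: 0% = DMSO plus EC80 ATP and 100% = DMSO alone without ATP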
M4 antag – human M4 muscarinic receptor antagonists, primary screen, CHO cells, Fluo-8 calcium fluorescence; CHO-hM4 cells, ACh EC80; inhibition, % at 3 µM; hit rate 0.73% among 360,000;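 active = inhibition above its plate's cutoff, the mean inhibition of sample wells plus 3 SD, cut at about 27% in these data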;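 note: 0% = acetylcholine EC80 with DMSO and 100% = DMSO without agonist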
* marks the source's active call; other numbers are inactive results; x = no result given.

SMILES	M5 PAM	CHRM5 agonist	M4 ag	CHO-K1 Ca ag	M4 PAM	M5 antag	M1 PAM parental	CHO-K1 Ca antag	M4 antag
CCN(CC)CCN=CC1=C(O)CNC1=O	5.9	-1.4	-0.2	-0.2	2.8	-7.2	5.8	-4.3	1.4
COc1ccc(-c2cc(C(=O)N3CCN(c4ccc(F)cc4)CC3)no2)cc1	3.3	-1.9	0.9	0.4	-6.7	14.8	-3.4	4.2	14.6
COc1cccc(Nc2ccc(N3CCCCC3)cc2)c1OC	-12.4	1.1	4.1	0.3	-0.4	5.7	-10.5	-3.7	8.2
CN(C)c1ncnc2c1ccn2C1OC(CO)C(O)C1O (centres undefined)	-7.7	-0.1	0.4	0.4	-2.1	19.6	0.9	-9.5	10.4
COCc1cc(C)nc(OCC(=O)N/N=C/c2ccc(O)cc2)c1C#N	-4.8	-0.6	-0.4	0.0	-0.4	-11.9	-5.1	-1.9	-3.5
O=C(Nc1ccccn1)C(=O)Nc1ccccn1	-5.5	-5.2	0.5	0.1	5.3	12.3	-9.1	-6.9	-7.8
Cc1ccc2c(c1)C(N1CCCC1=O)CC(c1ccco1)N2 (centres undefined)	-8.6	-2.7	-0.4	-0.5	-3.3	-5.0	-6.5	20.8	9.2
O=C(CCCc1c[nH]c2ccccc12)NCC1COc2ccccc2O1 (centres undefined)	1.5	-0.5	5.0	1.2	1.4	2.3	14.1	-6.6	-6.1
CCOc1ccc(C2C(C(=O)c3cccs3)=C(O)C(=O)N2Cc2cccnc2)cc1 (centres undefined)	4.6	-1.6	0.3	-0.3	6.0	4.5	-12.1	-11.3	-3.2
COc1ccc(NC(=O)c2cc(C)no2)cc1	-4.4	-3.3	0.6	-0.3	-3.0	10.6	-6.9	2.1	5.6
Nc1nc(SCC(=O)c2cc(F)ccc2F)n[nH]1	-3.7	0.5	-0.3	-0.2	-2.4	16.7	-14.7	7.6	-0.4
O=C(CN1CCN(c2ncccn2)CC1)N1CCCC1	-3.0	-3.5	-0.3	0.0	2.0	-3.4	3.1	-14.1	-9.3
COc1ccc(/C=N/NC(=O)c2nn(-c3ccc(C)c(C)c3)c(=O)c3ccccc23)cc1	-2.7	-2.3	0.7	0.0	3.7	-6.1	11.6	-9.5	-5.5
O=C(NCCCN1CCCC1=O)c1cccc(S(=O)(=O)Nc2ccc(F)cc2)c1	0.0	1.4	17.2	0.0	11.6	-1.1	12.1	-1.1	-17.3
CCOC(=O)c1c(C)[nH]c(C)c1C(=O)COC(=O)c1ccc(O)cc1	-3.4	2.2	3.7	1.6	-1.2	8.4	14.4	-5.8	9.4
COc1ccc(N2CCN(C(=O)CCS(=O)(=O)c3ccc4c(c3)NC(=O)C(C)S4)CC2)cc1 (centres undefined)	-1.6	0.3	4.2	6.2	-5.5	6.8	18.1	-13.0	6.1
O=c1oc2ccccc2c2c1C(O)CO2 (centres undefined)	-1.0	-1.1	5.9	2.8	0.3	15.5	19.4	-15.0	-0.7
O=S(=O)(c1ccc2nc(N3CCN(c4ccccc4)CC3)ccc2c1)N1CCCCC1	-5.8	-4.0	0.3	0.4	-1.2	13.8	12.6	-14.0	5.2
c1ccc(-c2nnc(C(c3ccccc3)c3ccccc3)o2)cc1	-6.3	-5.0	-1.2	0.4	-5.6	5.5	18.4	-5.4	0.8
O=C(NC(=S)Nn1cnc2c(cnn2-c2ccccc2)c1=O)c1ccccc1	-9.0	0.3	6.0	3.5	-7.2	9.2	15.7	-3.0	-6.3
COC(=O)[C@@]12C[C@@H](CC(=O)NCCC(C)C)C(=O)N(CCc3ccc(OC)c(OC)c3)C1=CCC(C)(C)C2	-4.6	-0.6	11.4	x	4.8	3.5	x	x	-15.9
O=C(COC(=O)Cc1ccc(Cl)cc1Cl)Nc1ccc(OC(F)F)cc1	-2.5	-4.9	-0.4	0.8	-5.7	-2.4	17.1	-6.0	-0.8
CC(OC(=O)CNC(=O)c1ccc2ccccc2c1)C(=O)N(C)C1CCCCC1 (centres undefined)	-4.2	1.7	7.1	1.2	5.7	0.8	4.4	6.8	-15.1
COc1cc2nc(CN(C)Cc3ccc(OC)c(OC)c3OC)[nH]c(=O)c2cc1OC	-3.2	-2.8	1.4	0.4	-7.8	-6.4	6.8	-10.8	2.7
CSc1ncccc1C(=O)Nc1ccc(S(=O)(=O)N2CCCC2)cc1	-4.8	1.1	2.8	1.9	2.6	6.7	14.2	0.1	3.4
O=C(O)CCn1c(C(=O)O)cc2sccc21	-1.8	-2.2	0.1	-0.2	0.0	6.5	4.0	5.6	-0.1
Cc1ccc(-c2cc(C(=O)OCn3nnc4ccccc4c3=O)c3ccccc3n2)cc1	5.1	-0.8	1.3	0.0	19.4	-4.5	2.9	3.0	3.9
CCC1(c2ccc(C)cc2)NC(=O)N(CC(=O)Nc2cccc(S(=O)(=O)N3CCCC3)c2)C1=O (centres undefined)	14.2	2.9	4.7	0.8	2.8	12.9	25.2	-13.4	-5.6
O=C(CSc1ccccn1)Nc1ccc2c(c1)OCCO2	-6.6	-0.2	-0.2	0.0	-25.2	9.5	-25.4	14.0	4.0
O=C(O)COc1ccccc1Cc1ccccc1	-1.5	-0.8	0.1	-0.4	7.2	-0.8	22.4	-7.0	-5.2
O=C(COc1ccc(Br)cc1)OCc1nnc(-c2ccccc2)o1	1.1	-1.3	2.3	0.9	-8.1	-4.0	11.4	10.7	7.4
NC1=C(Br)C(=O)c2ccccc2C1=O	6.2	-2.1	1.4	0.7	2.4	4.0	5.8	-1.2	8.6
CC(C)CN1CCNC(=O)C1CC(=O)N(C)CC1CCOCC1 (centres undefined)	1.6	0.2	1.7	14.6	-2.2	-1.3	15.4	0.1	4.8
NC(=O)OCC(O)COc1ccc(Cl)cc1 (centres undefined)	0.8	0.4	0.2	-0.1	-2.0	-7.8	7.3	3.6	0.6
CCOC(=O)CC1(NC(=O)C2CCC(=O)N(CCc3ccccc3)C2)CCCCC1 (centres undefined)	-4.3	-2.5	0.6	0.8	-0.7	3.6	7.7	-10.2	9.2
CC(=O)c1ccc(OCCCC(=O)NCC(c2ccco2)N(C)C)cc1 (centres undefined)	-2.6	-0.9	1.3	-0.2	-9.4	5.6	-8.2	25.4*	3.6
CCOCC(=O)Nc1c(C(=O)Nc2ccc3c(c2)OCO3)oc2ccccc12	-6.8	-4.1	9.9	2.6	0.6	16.4	-0.7	3.1	-5.3
CC1=C(C(=O)OCc2ccccc2)C(c2ccc([N+](=O)[O-])cc2)NC(=O)N1CCCCCC(=O)O (centres undefined)	3.2	-2.1	0.1	-0.6	0.0	4.0	-4.0	-10.6	-1.1
COc1ccc(S(=O)(=O)N2CCOCC2)cc1NC(=O)c1c(-c2ccccc2)noc1C	-2.6	-0.8	3.6	1.5	-2.9	0.9	10.2	-8.4	8.8
O=C1c2ccccc2S(=O)(=O)c2cc(C(=O)N3CCN(C(=O)c4ccccc4)CC3)ccc21	-8.9	2.0	-0.2	-0.4	-1.2	8.9	-7.5	-3.7	5.9
O=C(NCc1ccccc1)C1=C[C@@H](c2ccc3c(c2)OCO3)C[C@@H](OCc2ccc(CO)cc2)O1	-12.4	-6.9	11.8	1.8	-4.4	8.8	14.4	-15.5	-15.4
COc1cc(CCC(=O)Nc2ccc(Cl)c(C(F)(F)F)c2)cc(OC)c1OC	-4.8	1.0	7.1	1.9	0.0	1.3	17.2	0.2	-1.6
CCCOc1ccc(N2C(=O)CC(N3CCN(CCN=CC4C(=O)CC(C)(C)CC4=O)CC3)C2=O)cc1 (centres undefined)	0.4	-1.6	1.6	-0.1	-0.2	-16.2	13.1	-5.2	-2.0
Cc1ccc(S(=O)(=O)Nc2ccccn2)c(C)c1	-4.0	0.3	0.2	0.4	-0.3	-5.4	5.8	0.9	0.0
Cc1ccccc1Nc1nc(N)nc(CN2CCN(c3ccccn3)CC2)n1	-13.4	-5.5	2.8	0.1	9.3	-4.9	1.5	-1.9	-15.6
O=C(NCCO)c1ccc(CSc2nc3ccccc3[nH]2)cc1	-2.3	-5.2	0.6	-0.5	5.0	9.7	-11.4	15.8	5.8
O=C1c2ccccc2C(=O)c2c(Nc3ccc(CCO)cc3)ccc(O)c21	1.0	-3.0	0.5	-0.8	4.0	3.1	7.5	-15.4	-19.8
O=Cc1cn(-c2ccccc2)nc1-c1cccc([N+](=O)[O-])c1	0.2	-1.4	0.4	0.0	8.5	6.7	-2.4	7.2	-3.7
Cc1ccccc1Nc1nc(N)nc(COC(=O)c2ccc(S(=O)(=O)N(C)C)cc2)n1	-5.6	5.0	9.6	5.6	-4.3	-1.4	8.9	-6.9	-0.3
CCC(=O)N=c1sc2cc(F)cc(F)c2n1C	-3.5	-1.4	1.5	0.6	5.5	2.1	23.6	-12.4	-18.1

Some of these compounds in order of their number in M4 PAM, falling:
Compound	CHRM5 agonist	M4 ag	M4 PAM	M5 antag	M4 antag
Cc1ccccc1Nc1nc(N)nc(CN2CCN(c3ccccn3)CC2)n1	-5.5	2.8	9.3	-4.9	-15.6
COc1cc(CCC(=O)Nc2ccc(Cl)c(C(F)(F)F)c2)cc(OC)c1OC	1.0	7.1	0.0	1.3	-1.6
Cc1ccccc1Nc1nc(N)nc(COC(=O)c2ccc(S(=O)(=O)N(C)C)cc2)n1	5.0	9.6	-4.3	-1.4	-0.3

Remaining list, next part.
SMILES	M5 PAM	CHRM5 agonist	M4 ag	CHO-K1 Ca ag	M4 PAM	M5 antag	M1 PAM parental	CHO-K1 Ca antag	M4 antag
N/C(=N\OC(=O)/C=C/c1ccccc1)c1cccnc1	-1.5	0.2	2.4	0.3	-6.2	5.3	-7.4	8.1	3.7
COc1cccc(-n2cc(CNCc3cn(C)nc3-c3ccccc3F)cn2)c1	-6.8	0.6	12.4	4.7	2.4	10.4	-5.6	-0.3	-7.6
COc1ccc(N2CC(C(=O)OCC(=O)Nc3cccc(C)c3C)CC2=O)cc1 (centres undefined)	4.7	0.3	0.7	0.4	-1.3	5.8	5.5	-14.1	10.4
CCOc1ccc(NS(=O)(=O)c2c(C)nc3sccn3c2=O)cc1	-2.6	2.9	7.1	3.1	-0.3	0.3	11.4	-1.5	-8.4
Cc1ccc(NC(=O)CCS(=O)(=O)c2ccc3c(c2)NC(=O)C(C)S3)cc1Cl (centres undefined)	-5.5	-0.4	13.0	7.1	-3.2	-4.6	16.9	-1.6	-12.7
O=C(NCCc1c[nH]c2ccccc12)c1ccc2[nH]c(=O)c(=O)[nH]c2c1	-4.6	-2.3	0.7	5.3	-1.9	9.7	14.7	-10.5	1.6
Cc1cccc(NC(=O)C2CCN(S(=O)(=O)c3cccc4cccnc34)CC2)n1	-11.3	4.2	14.1	4.1	-2.8	-2.1	13.4	1.9	-4.4
O=C(CSCc1c(Cl)cccc1Cl)NCC1CCCO1 (centres undefined)	0.1	-10.0	0.7	0.7	14.1	-5.6	10.8	-2.1	4.4
CC(C)N(C(=O)COC(=O)Cn1cnc2ccccc21)c1ccccc1	0.3	-0.6	1.8	0.7	-1.2	1.5	23.2	9.6	-7.3

Compound activity as filed in PubChem.
